RAD52 inh – RAD52 DNA annealing inhibitors, primary screen, biochemical, FRET, single point, set 2. recombinant RAD52 DNA annealing, FRET fluorescence. inhibition, % at 18.7 µM. actives 0.46% (n = 360,000). AID 651710, 2012;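 active = every replicate showing at least 50% inhibition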
Target sequence (P43351 whole entry, looked up): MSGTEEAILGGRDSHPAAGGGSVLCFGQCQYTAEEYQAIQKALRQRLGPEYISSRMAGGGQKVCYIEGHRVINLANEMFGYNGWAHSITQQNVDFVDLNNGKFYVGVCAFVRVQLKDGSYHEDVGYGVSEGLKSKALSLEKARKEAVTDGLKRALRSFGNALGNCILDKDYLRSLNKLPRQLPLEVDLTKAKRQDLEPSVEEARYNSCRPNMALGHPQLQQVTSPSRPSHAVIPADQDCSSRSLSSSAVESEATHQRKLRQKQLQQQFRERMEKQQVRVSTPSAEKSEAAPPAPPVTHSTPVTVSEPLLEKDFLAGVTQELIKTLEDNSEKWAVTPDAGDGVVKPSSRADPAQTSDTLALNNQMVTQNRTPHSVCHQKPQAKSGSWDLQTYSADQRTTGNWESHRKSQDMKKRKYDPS
CASP6 VEID inh – human caspase-6 inhibitors, primary screen, biochemical, VEID-R110 fluorescence, single point, set 2. P55212. purified caspase-6, Z-VEID-R110 cleavage fluorescence. inhibition, % at 12.5 µM. AID 686996, 2013. actives 0.53% (n = 350,000);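 active = mean inhibition across replicates at least about 35%, with every replicate also reaching that limit, limit read from the data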;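 also: 0% = median of neutral control wells and 100% = no fluorescence left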
RAD54 inh – inhibitors of human RAD54 branch migration, primary screen, biochemical, fluorescence, single point | RAD54 Holliday junction branch migration, FAM/BHQ fluorescence | inhibition, % at 10.4 µM | actives 0.14% (n = 360,000);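 active = mean normalized replicate activity at least 40 and at least half of replicates scoring 40 or more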;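 also: 0% = median of neutral control wells and 100% = median of positive control wells; inhibitors cause a drop in the FAM fluorescence signal; in these data hits start at about 50%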
ARNT-TACC3 inh – disruptors of ARNT/TACC3 protein interaction, primary screen, biochemical, AlphaScreen, single concentration. Transforming acidic coiled-coil-containing protein 3 (Homo sapiens), Q9Y6A5. AlphaScreen His-ARNT PAS-B/GST-TACC3 binding, luminescence; TACC3 fragment carries E629A point mutation. inhibition, % at 9.99 µM. actives 0.66% (n = 390,000);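 active = mean inhibition of replicates at least 50% and at least half of replicates each reaching 50%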;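 also: 0% = complete ARNT plus TACC3 wells and 100% = ARNT alone without TACC3; many hits fall short of the cut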
esBAF inh – Bmi1 luciferase reporter increase in mESCs, primary screen, esBAF inhibitor project, mouse ES cells, Bmi1 luciferase knock-in, single point; 24 h; 100% = twice the neutral-well signal; reporter increase, % at 12.5 µM; actives 2% (n = 350,000); in the data active = activation above about 40%;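 also: 0% = median of the plate's neutral control wells and 100% = double that signal; a rise in the Bmi1 reporter signal indicates esBAF inhibition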
ERp5 inh – inhibitors of ERp5-driven insulin aggregation, primary screen, biochemical, turbidity, absorbance 650 nm, single point. actives 0.05% (n = 350,000). inhibition, % at 9.99 µM. AID 651711, 2012. 90 min;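 active = mean replicate inhibition above about 25%, with every replicate also reaching it, limit read from the data, passing the limit was not always enough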
E-selectin induc – E-selectin induction in HUVECs, primary screen, imaging, HUVEC, immunofluorescence imaging, single point; P16581; normalized: neutral wells 0, TNF-alpha wells 100; activation, % at 7.58 µM; actives 0.37% (n = 260,000);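 active = mean E-selectin-positive cell signal at least 10% of the positive control, reached in at least 60% of replicates, without over 20% cell loss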;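 also: in these data hits start at about 27%; measured in HUVEC primary endothelial cells; signal is the percent of cells scored E-selectin positive by PE staining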
Target sequence (P16581 whole entry, looked up): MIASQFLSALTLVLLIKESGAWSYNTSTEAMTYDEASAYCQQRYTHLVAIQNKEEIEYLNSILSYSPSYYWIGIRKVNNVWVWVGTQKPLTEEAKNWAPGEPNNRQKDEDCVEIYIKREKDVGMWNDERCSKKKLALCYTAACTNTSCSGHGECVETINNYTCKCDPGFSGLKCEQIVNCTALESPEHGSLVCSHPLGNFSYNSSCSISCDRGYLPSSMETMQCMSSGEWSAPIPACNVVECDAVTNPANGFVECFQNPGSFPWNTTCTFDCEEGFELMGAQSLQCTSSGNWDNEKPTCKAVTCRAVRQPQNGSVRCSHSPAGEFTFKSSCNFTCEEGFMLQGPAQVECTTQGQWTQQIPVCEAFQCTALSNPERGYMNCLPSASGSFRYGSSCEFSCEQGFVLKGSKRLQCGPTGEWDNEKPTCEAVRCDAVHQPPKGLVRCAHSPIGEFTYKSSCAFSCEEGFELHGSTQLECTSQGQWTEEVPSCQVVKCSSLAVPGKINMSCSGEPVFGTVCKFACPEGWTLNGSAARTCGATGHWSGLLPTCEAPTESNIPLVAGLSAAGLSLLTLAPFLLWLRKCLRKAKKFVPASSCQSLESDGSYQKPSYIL
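Test system: HUVEC; input: 3,000 HUVEC/well; measured by: immunofluorescence imaging; read-out: % PE-positive cells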
PglD inh – C. jejuni PglD acetyltransferase inhibitors, primary screen, biochemical, DTNB colorimetric, single point. UDP-N-acetylbacillosamine N-acetyltransferase PglD (Campylobacter jejuni). actives 0.098% (n = 360,000). purified PglD enzyme, DTNB colorimetric CoA detection. inhibition, % at 12.5 µM. AID 602405, 2012; in the data active = inhibition above about 16%, passing the limit was not always enough; also: strong numbers were not always called active
* = called active by the depositor; . = no result given.

SMILES	RAD52 inh	CASP6 VEID inh	RAD54 inh	ARNT-TACC3 inh	esBAF inh	ERp5 inh	E-selectin induc	PglD inh
O=C(NCc1ccccc1)C1CCC(CNS(=O)(=O)c2cccs2)CC1 (centres undefined)	-8	5	2	-2	-2	0	.	-1
Cc1cccc(N=Nc2c(C)nn(-c3ccccc3)c2N)c1C	-3	3	.	15	.	5	0.3	.
Cc1nc2c(=O)n(-c3ccc(F)c(Cl)c3)nc(C)c2s1	-17	-1	-2	.	.	2	.	-3
CCC[C@@H](CN1CCC[C@H]1CN1C(N)=NC[C@@H]1Cc1ccccc1)N1C[C@@H](Cc2ccccc2)N(CCCC2CCCC2)C1=N	.	.	19	12	-7	.	.	4
COc1cc(NC(=O)C2CSC3(C)CCC(=O)N23)c(OC)cc1Cl (centres undefined)	-5	0	.	3	.	0	-0.3	.
C[C@H](CO)N1C[C@H](C)[C@@H](CN(C)S(=O)(=O)c2cccs2)Oc2c(NC(=O)CCC(F)(F)F)cccc2C1=O	-21	0	4	4	9	3	-0.1	0
C=CCNC(=S)Nc1cccc2[nH]ncc12	-3	1	.	.	.	1	0.3	.
COc1ccccc1NC(=O)CSc1nc(=O)n2cc(C)ccc2n1	-5	2	-11	1	-5	1	-0.1	3
CN1C(=O)C(CC(N)=O)N(NC(=O)c2ccc(Cl)cc2)C1=S (centres undefined)	.	.	4	-1	1	.	.	4
Cc1ccc(NS(=O)(=O)c2c(C)[nH]c(C)c2C(=O)N2CCCCC2)cc1F	-3	6	6	5	-4	-4	.	2
O=C(NCC[C@H]1CC[C@H](NS(=O)(=O)c2cccc(F)c2)[C@@H](CO)O1)C1CCCC1	-7	-3	-9	3	0	-2	0.0	0
COCC#Cc1ccc([C@@H]2[C@@H](CO)N3CCCCN(C(=O)COC)C[C@@H]23)cc1	-7	0	-4	-4	.	-4	-0.2	3
N#CCC(=O)Nc1ccc(C(=O)N2CCN(c3ccccn3)CC2)cc1	-28	5	-4	0	7	3	0.2	4
COc1cccc(-c2nnc(SCC(N)=O)n2-c2ccc(Cl)cc2)c1	-6	-2	-1	4	-5	1	.	-3
Cc1n[nH]c(C)c1S(=O)(=O)N(CC(=O)N1CCc2ccccc21)c1ccc(C(C)C)cc1	-5	1	6	6	5	-4	.	-2
O=C(Nc1ccccc1)N1CCCN(c2ccc(C(F)(F)F)cc2[N+](=O)[O-])CC1	-15	1	2	3	.	1	-0.2	-2
Nc1nc2n(n1)C(c1cccs1)CC(c1ccccc1)N2 (centres undefined)	.	.	-3	2	-6	.	.	2
Cc1ccc(/C(O)=C2/C(=O)C(=O)N(c3ccccn3)C2c2ccc(F)cc2)cc1 (centres undefined)	-15	1	-8	-1	27	2	.	-6
Cc1cc(NC(=O)CC(F)(F)F)n(-c2ccccc2)n1	-3	1	1	.	6	-1	.	-4
Cn1cnc(S(=O)(=O)N[C@@H]2C=C[C@H](CC(=O)N3CCN(c4ccccc4)CC3)O[C@@H]2CO)c1	-3	-8	.	.	.	-5	-0.2	.
COc1cc(NS(=O)(=O)c2ccc(NC(=S)NC(=O)c3ccccc3)cc2)nc(OC)n1	-30	1	-3	-27	-4	-2	.	-1
CC(C)OC(=O)CSc1nnc(-c2cccnc2)n1Cc1ccccc1	14	0	1	1	3	0	.	0
C=CCOc1ccc(C(c2c(C)n(C)n(-c3ccccc3)c2=O)c2c(C)n(C)n(-c3ccccc3)c2=O)cc1	-4	-3	-3	2	4	-6	.	-5
O=C(N/N=C/c1ccco1)c1ccc(NC(=O)C2CC2)cc1	-4	1	-4	5	3	0	1.2	3
COc1ccc(CNC(=O)Cc2csc(NC(=O)Nc3ccccc3OC)n2)cc1	-5	0	-8	.	5	1	-0.1	7

Ordered by SMILES length (largest number first): some entries from above
SMILES	RAD52 inh	CASP6 VEID inh	RAD54 inh	ARNT-TACC3 inh	esBAF inh	ERp5 inh	E-selectin induc	PglD inh
C[C@H](CO)N1C[C@H](C)[C@@H](CN(C)S(=O)(=O)c2cccs2)Oc2c(NC(=O)CCC(F)(F)F)cccc2C1=O	-21	0	4	4	9	3	-0.1	0
C=CCOc1ccc(C(c2c(C)n(C)n(-c3ccccc3)c2=O)c2c(C)n(C)n(-c3ccccc3)c2=O)cc1	-4	-3	-3	2	4	-6	.	-5
O=C(NCC[C@H]1CC[C@H](NS(=O)(=O)c2cccc(F)c2)[C@@H](CO)O1)C1CCCC1	-7	-3	-9	3	0	-2	0.0	0
COCC#Cc1ccc([C@@H]2[C@@H](CO)N3CCCCN(C(=O)COC)C[C@@H]23)cc1	-7	0	-4	-4	.	-4	-0.2	3
N#CCC(=O)Nc1ccc(C(=O)N2CCN(c3ccccn3)CC2)cc1	-28	5	-4	0	7	3	0.2	4
Nc1nc2n(n1)C(c1cccs1)CC(c1ccccc1)N2 (centres undefined)	.	.	-3	2	-6	.	.	2
C=CCNC(=S)Nc1cccc2[nH]ncc12	-3	1	.	.	.	1	0.3	.

(list continues)
SMILES	RAD52 inh	CASP6 VEID inh	RAD54 inh	ARNT-TACC3 inh	esBAF inh	ERp5 inh	E-selectin induc	PglD inh
CCC(=O)N1c2ccccc2NC2=C(C(=O)CCC2)C1c1ccccc1 (centres undefined)	-6	0	-2	-5	-2	-1	.	5
COc1ccc(-n2cnc3cc(NCc4cccs4)ccc32)cc1	.	.	5	11	21	.	.	-2
Cc1cc(C)n2nc(C(=O)OCC(=O)N(C)C3CCS(=O)(=O)C3)nc2n1 (centres undefined)	-1	3	-2	2	-8	-1	-0.2	0
CCOC(=O)Cn1c(-c2cccnc2Cl)nc2cc(C)c(C)cc21	.	.	3	3	13	.	.	4
Cn1c(Br)nc2c1c(=O)n(Cc1ccccc1)c(=O)n2C	-4	-1	1	-7	-3	5	.	2
CCOc1ccc(C2/C(=C(\O)c3ccc4c(c3)OCCO4)C(=O)C(=O)N2CCN2CCOCC2)cc1OCC (centres undefined)	-4	0	0	6	2	3	.	-3
CSc1ccc(Cl)c(C(=O)NCC(C)C)c1	.	.	4	7	-1	.	.	4
CCOc1ccc(-c2cnc(N)n2C)cc1	-13	1	6	54*	4	-2	.	-3
CC(C)(C)NC(=O)NC(=O)CN1CCCCC1	-9	1	.	1	.	2	-1.2	.
COc1ccc(C2(O)CCN(C(=O)c3ccc4c(c3)OCO4)CC2)cc1	.	.	8	4	3	.	.	-5
Nc1ccc(C(=O)c2ccc3c(c2)OCCO3)cc1N	-20	2	-3	5	-1	-2	.	1
CS(=O)(=O)Nc1cccc(C2=NN(C(=O)c3cccc(F)c3)C(c3cccs3)C2)c1 (centres undefined)	-36	2	0	7	5	9	-0.1	-4
CCOC(=O)/C(C#N)=C\c1ccc(N2CCN(C/C=C/c3ccccc3)CC2)cc1	-488	-14	.	4	.	9	.	.
COc1ccccc1-c1cc(NC(C)=O)c2ncc(-c3ccc(S(C)(=O)=O)cc3)n2c1	-28	5	3	.	0	0	-0.2	5
C[C@@H]1CN([C@@H](C)CO)C(=O)c2cc(C#Cc3cccnc3)cnc2O[C@H]1CN(C)S(C)(=O)=O	-5	3	-1	-5	-2	-1	-0.3	-4
C/C=C/c1ccc2c(c1)O[C@H](CN(C)C(=O)C1CCOCC1)[C@H](C)CN([C@@H](C)CO)S2(=O)=O	0	1	0	-14	-2	-2	0.3	-2
O=C(COC(=O)c1ccc(F)c(S(=O)(=O)N2CCOCC2)c1)NC1CC1	-19	0	2	-7	-9	-23	-0.3	-3
CCN1C(=O)c2ccc(C(=O)NCc3ccc4c(c3)OCO4)cc2C1=O	.	.	-5	5	13	.	.	0
COc1ccc(C2CC(c3ccc4ccccc4c3)=NN2C(=O)CSc2ncccn2)cc1 (centres undefined)	.	.	3	-6	37	.	.	0
C/C(=N\O)C1(C)N(O)C(C)(C)C(c2ccco2)=[N+]1[O-] (centres undefined)	-1	2	.	-4	.	4	.	.
O=C1CCc2cccc(O)c2N1	-7	4	.	2	.	-8	0.2	.
CC(=O)Nc1ccc(CN(C)c2c(C)nc3ccc(C(=O)NCCc4ccccn4)cn23)cc1	1	-18	5	.	4	2	0.6	-6
CCN1C(=O)[C@H]2[C@@H](c3ccc(-c4ccccc4)cc3)N3CCC[C@@]3(C(=O)OC)[C@H]2C1=O	-47	1	1	3	-1	-1	0.0	3
C[C@H]1CCCCO[C@@H](CN(C)Cc2ccccc2)[C@@H](C)CN([C@@H](C)CO)C(=O)c2cc(NS(=O)(=O)c3ccc(F)cc3)ccc2O1	27	0	-9	1	8	0	.	0
O=C(CSc1nc2ncc(Cl)cc2[nH]1)NC1CCS(=O)(=O)C1 (centres undefined)	-7	3	8	-11	-3	11	.	-2

Continuation.
SMILES	RAD52 inh	CASP6 VEID inh	RAD54 inh	ARNT-TACC3 inh	esBAF inh	ERp5 inh	E-selectin induc	PglD inh
CC(C)N(C[C@@H]1N[C@H](CO)[C@@H]1c1ccccc1)C(=O)c1ccccc1	-8	-2	-3	-7	5	4	0.1	1
Cc1ccc2[nH]c(=O)c(COC(=O)C3CCCCC3)cc2c1	-8	-1	1	-9	.	8	-2.2	3
CCOC(=O)C1=C(N)OC2=C(C(=O)CC(C)(C)C2)C1c1ccco1 (centres undefined)	.	.	3	18	-1	.	.	3
COc1cccc(S(=O)(=O)Nc2ccc3c(c2)[C@@H]2C[C@H](CC(=O)N(C)C)O[C@H](CO)[C@@H]2O3)c1	-3	2	0	-7	5	0	0.2	0
CC(=O)Nc1ccc(S(=O)(=O)N2CCN(Cc3ccccn3)CC2)cc1	.	.	8	7	5	.	.	3
Cc1cc(C)nc(Sc2ccc3nnnn3n2)n1	-7	-1	11	-6	8	-2	.	-1
CC1(C)CC(=O)C(C(=O)c2ccccc2)C(=O)C1Cl (centres undefined)	-4	-3	-3	0	1	0	3.7	-1
CCOC(=O)N1CCN(C(=O)c2cc3cc(Cl)ccc3[nH]2)CC1	-39	-1	-10	7	6	1	0.7	-1
O=c1nc(NCc2ccco2)sc2ncccc12	.	.	-5	5	5	.	.	7
O=C(CSc1nnc(Cc2cc(=O)[nH]c(=O)[nH]2)n1-c1ccc(Cl)cc1)NCC1CCCO1 (centres undefined)	.	.	-11	12	5	.	.	-4
C[C@@H]1CN([C@H](C)CO)C(=O)c2cc(NC(=O)C3CCCCC3)ccc2O[C@H]1CN(C)C(=O)Nc1cccc2ccccc12	-6	1	1	-4	2	0	0.1	-4
Nc1nnc(SCC(=O)Nc2ccccc2N2CCOCC2)s1	-6	1	3	-3	-1	-5	.	0
COc1ccc(Oc2ccc(/C=N/NC(=O)c3cccnc3)cc2[N+](=O)[O-])cc1	-24	1	.	0	.	-1	.	.
Nn1c(SCC(=O)Nc2ccc3c(c2)OCCO3)nncc1=O	-8	-3	4	3	1	-1	-0.5	-6
CCc1ccc(C(=O)CCC(=O)Nc2cccc(S(=O)(=O)N3CCCCC3)c2)cc1	-7	2	-5	-4	2	1	-0.1	1
COc1ccc(N(C)S(=O)(=O)c2ccc3c(c2)NC(=O)CC(=O)N3)c(OC)c1	-4	2	-9	22	-8	-2	-0.1	-3
Cc1ccc(S(=O)(=O)N(C)C[C@@H]2Oc3ccc(NC(=O)Nc4ccc(F)cc4)cc3C(=O)N([C@@H](C)CO)C[C@H]2C)cc1	15	-3	-3	2	-9	2	0.1	-1
CCNC(=O)C1CCCN(C(=O)c2cnc3ccccc3n2)CC1 (centres undefined)	-6	3	-13	.	-4	8	-0.1	3
Cc1c(NC(=O)c2cccc(NC(=O)c3ccco3)c2)cccc1C(=O)O	-11	6	6	-2	0	-8	.	6
CCCNC(=O)N1[C@H](CO)[C@H](c2ccccc2-c2ccc(C)cc2)[C@@H]1C#N	4	-2	.	.	.	-5	0.0	.

Records above printed as active in ARNT-TACC3 inh:
Molecule | RAD52 inh | CASP6 VEID inh | ARNT-TACC3 inh | esBAF inh | ERp5 inh | PglD inh
CCOc1ccc(-c2cnc(N)n2C)cc1 | -13 | 1 | 54* | 4 | -2 | -3

Screens as filed in PubChem BioAssay.

Random draw from the library; any-hit rate near 3.2%.
